# Screening data: PubChem BioAssay, several laboratories
# PPARg SRC-1 ag = PPARgamma agonists recruiting SRC-1 coactivator, primary screen, biochemical | 200,000 compounds, 0.41% hits | Peroxisome proliferator-activated receptor gamma (Homo sapiens), P37231 | activation, % at 8 µM | PPARgamma-SRC-1 coactivator recruitment biochemical assay; in the data active = activation above about 19%;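 note: 0% = DMSO and 100% = reference agonist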
# TLR4 MyD88 comp = inhibitors of TLR4-MyD88 association in cells, primary screen, cell-based, HeLa CL3-4, BLA complementation, FRET ratio. Toll-like receptor 4 (Homo sapiens) + Myeloid differentiation primary response protein …. HeLa CL3-4 TLR4/MyD88 BLA complementation. inhibition, % at 8.4 µM. 200,000 compounds, 0.18% hits. AID 861, 2007; in the data active = inhibition above about 25%;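 note: 0% = vehicle and 100% = reference inhibitor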
# Target sequence (O00206 whole entry, looked up): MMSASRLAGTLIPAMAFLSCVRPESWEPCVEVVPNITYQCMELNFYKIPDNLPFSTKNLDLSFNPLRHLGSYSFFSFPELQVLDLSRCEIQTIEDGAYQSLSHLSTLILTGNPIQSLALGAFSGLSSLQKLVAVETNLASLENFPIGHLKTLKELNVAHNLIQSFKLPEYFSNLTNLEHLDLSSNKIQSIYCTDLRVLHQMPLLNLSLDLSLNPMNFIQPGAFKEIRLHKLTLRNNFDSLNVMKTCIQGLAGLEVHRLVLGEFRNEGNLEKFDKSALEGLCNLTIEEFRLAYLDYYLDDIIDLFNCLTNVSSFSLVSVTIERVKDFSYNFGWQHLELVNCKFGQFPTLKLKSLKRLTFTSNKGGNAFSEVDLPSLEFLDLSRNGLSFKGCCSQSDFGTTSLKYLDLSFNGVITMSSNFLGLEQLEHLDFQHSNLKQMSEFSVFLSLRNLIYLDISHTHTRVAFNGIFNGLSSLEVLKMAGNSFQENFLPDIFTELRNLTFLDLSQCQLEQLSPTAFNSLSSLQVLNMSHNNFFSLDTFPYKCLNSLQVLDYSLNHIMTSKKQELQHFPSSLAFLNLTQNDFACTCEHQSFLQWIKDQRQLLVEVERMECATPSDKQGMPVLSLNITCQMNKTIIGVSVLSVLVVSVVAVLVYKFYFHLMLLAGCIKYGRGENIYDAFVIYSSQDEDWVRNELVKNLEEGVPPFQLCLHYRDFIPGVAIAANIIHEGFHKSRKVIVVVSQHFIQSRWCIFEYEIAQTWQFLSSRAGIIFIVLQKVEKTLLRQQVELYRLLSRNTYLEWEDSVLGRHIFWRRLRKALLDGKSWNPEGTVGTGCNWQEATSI
# Target sequence (Q99836 whole entry, looked up): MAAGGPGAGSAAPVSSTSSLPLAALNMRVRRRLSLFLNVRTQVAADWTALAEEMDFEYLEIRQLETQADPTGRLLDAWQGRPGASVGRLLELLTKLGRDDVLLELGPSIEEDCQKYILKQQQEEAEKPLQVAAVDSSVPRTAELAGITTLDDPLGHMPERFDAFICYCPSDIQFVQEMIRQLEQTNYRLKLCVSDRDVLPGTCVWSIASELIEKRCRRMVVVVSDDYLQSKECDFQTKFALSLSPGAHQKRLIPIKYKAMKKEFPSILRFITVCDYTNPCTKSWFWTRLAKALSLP
# STAT3 activator = IL-6 driven STAT3 reporter potentiators, primary screen, U3A cells, luciferase, luminescence, MLSCN library; IL-6 STAT3-luciferase reporter; 100% = signal with IL-6 EC80 alone; 190,000 compounds, 0.91% hits; activation (% of control), % at 5.6 µM; AID 871, 2007;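 active = activation above the screen-wide mean of compound activation plus 3 SD, cut at about 130% in these data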;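 note: 0% = background luminescence of wells with medium and substrate only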
#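 Material: STAT3-luciferase reporter U3A cells. Controls: IL-6-treated wells, 100% activation. Read-out: % activation versus median of IL-6-stimulated wells. Probe or stimulus: IL-6 stimulus at 33 ng/mL final. Timing: compound 1 h, then IL-6 6 h at 37 °C. Signal: reporter luminescence signal.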
# RAM inhibit = inhibitors of the yeast RAM network, primary screen, dse1pr::URA3 reporter, 5-FOA selection; AID 868, 2007; 190,000 compounds, 1.8% hits; S. cerevisiae dse1pr::URA3 reporter, 5-FOA growth OD615, 2 d; analog-sensitive cbk1-as2 kinase mutant strain; inhibition, % at 50 µM;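 active = inhibition above a set limit, 3 SD over mean compound inhibition, cut at about 8.4% in these data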;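 note: 0% = DMSO-only wells with no growth and 100% = 10 µM 1-NA-PP1 full growth; inhibition rescues growth on 5-FOA so higher OD means more RAM inhibition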
# STAT1 inh = STAT1 signaling inhibitors, primary screen, cell-based, HTS, luciferase reporter. 200,000 compounds, 0.35% hits. NIH 3T3 STAT1-luciferase reporter, IFN-gamma, luminescence. inhibition, % at 5.5 µM. AID 920, 2007;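 active = inhibition above a set limit, the mean inhibition across all tested compounds plus 3 SD, cut at about 34% in these data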;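 note: 0% = IFN-gamma with DMSO and 100% = IFN-gamma with 300 µM nifuroxazide; values of inactives mirror those of a sister screen read the other way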
# ROMK mod = ROMK potassium channel modulators, primary screen, cell-based, thallium flux, MLSMR library. ATP-sensitive inward rectifier potassium channel 1 (Homo sapiens), P48048. Tet-inducible ROMK, thallium flux fluorescence; actives lie on both sides. B-score at 10 µM. 130,000 compounds, 2% hits. AID 1918, 2009;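 active = signal ratio slope over the read window, or its plate-corrected B-score, at least 3 SD from the plate mean, either direction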;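 note: B-score of the F/F0 ratio slope over 7 to 12 s after thallium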
# S1P3 antag = S1P3 receptor antagonists, primary screen, cell-based | inhibition, % at 4.98 µM | 170,000 compounds, 0.27% hits | Sphingosine 1-phosphate receptor 3 (Homo sapiens), Q99500 | CHO S1P3 NFAT-BLA reporter, FRET fluorescence, antagonist mode | AID 485, 2006;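 active = inhibition above the plate cutoff, the mean inhibition of test wells on that plate plus 3 SD, cut at about 28% in these data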;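 note: cells challenged with S1P at its EC80 of 0.8 µM; blue over green emission ratio from cleaved BLA substrate after 4 h stimulation; 0% = S1P-stimulated wells and 100% = unstimulated DMSO-only wells; some compounds past the cut are filed as inactive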
# STAT3 blocker = IL-6 driven STAT3 reporter inhibitors, primary screen, U3A cells, luciferase, luminescence, MLSCN library. IL-6 STAT3-luciferase reporter; host cell line lacks STAT1. inhibition, % at 5.5 µM. 190,000 compounds, 0.89% hits;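 active = inhibition above the mean inhibition across all screened compounds plus 3 SD, cut at about 44% in these data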;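 note: 0% = DMSO only wells and 100% = 100 µM nifuroxazide control wells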
# PPARg SRC3 recr = PPARgamma agonists recruiting SRC-3 coactivator, primary screen, biochemical | biochemical PPARgamma/SRC-3 coactivator recruitment assay | activation, % at 8 µM | 200,000 compounds, 0.26% hits; in the data active = activation above about 23%;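 note: 0% = DMSO and 100% = reference agonist; some compounds past the cut are filed as inactive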
# PPARg SRC-2 ag = agonists of PPARg-SRC-2 recruitment, primary screen, biochemical, HTS; PPARgamma LBD-SRC-2 recruitment; activation, % at 8 µM; 200,000 compounds, 0.34% hits; AID 1032, 2008; in the data active = activation above about 22%;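 note: 0% = vehicle and 100% = reference agonist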
# TR-FRET SRC-2 ct = TR-FRET signal artefacts, primary screen, artefact control for PPARgamma SRC-2 agonist project, biochemical; TR-FRET artefact counter-screen; hits give high values; TR-FRET ratio at 8 µM; 200,000 compounds, 0.4% hits; in the data active = TR-FRET ratio above about 2000; note: inactives centre near 1500
# * hit, by the source's call; · = not tested or not shown.
# Value order – PPARg SRC-1 ag	TLR4 MyD88 comp	STAT3 activator	RAM inhibit	STAT1 inh	ROMK mod	S1P3 antag	STAT3 blocker	PPARg SRC3 recr	PPARg SRC-2 ag	TR-FRET SRC-2 ct
- O=C(Nc1ccc2c(c1)CCC2)c1cc(S(=O)(=O)Nc2ccc(F)cc2)c(Cl)cc1Cl
→ -2	-4	101	6.7	-1	0.39	-8	-4	4	8	1636
- CN(C(=O)c1cccnc1)c1nnc(-c2cccnc2)s1
→ 0	-13	102	0.6	4	·	18	4	-2	7	1414
- COc1ccc(CN2C(=O)c3ccccc3C2C(=O)NC2CCC(C)CC2)c(OC)c1 (configuration not stated)
→ 2	-17	96	4.2	15	2.3	-8	13	-2	-4	1549
- O=C(O)CCNC(=O)c1ccc(NC(=O)Cc2ccc(Cl)cc2)cc1
→ 0	-6	99	3.0	-1	-0.11	1	7	5	2	1692
- Cn1c(Cn2c(=O)sc3ccccc32)nnc1SCc1ccccc1
→ 14	21	100	-0.6	7	·	-3	0	6	-1	1536
- COc1ccc(NC(=O)c2ccc(NCCN3C(=O)CCC3=O)c([N+](=O)[O-])c2)cc1
→ 1	6	95	2.2	2	-0.017	-1	14	2	-1	1622
- CCn1c(CSc2ncccn2)nnc1SCC(=O)N1CCc2ccccc21
→ 2	-3	148*	0.6	11	-1.3	0	-50	11	4	1616
- Clc1nnc(N/N=C/c2ccccc2)c2ccccc12
→ -5	-10	159*	0.7	-24	-1	·	-60	-15	-4	1370
- CCCc1cc(C(=O)OC)c2ccccc2n1
→ 4	-18	109	-0.1	0	-0.54	-1	-5	4	-6	1505
- CCN(CC)CCNC(=O)c1ccc(N2CCCCC2)c(NS(=O)(=O)c2ccc(C)cc2)c1
→ 1	-8	102	0.0	2	·	-37	3	-3	2	1651

# Value order – PPARg SRC-1 ag	TLR4 MyD88 comp	STAT3 activator	RAM inhibit	STAT1 inh	ROMK mod	S1P3 antag	STAT3 blocker	PPARg SRC3 recr	PPARg SRC-2 ag	TR-FRET SRC-2 ct
- CCc1cccc(CC)c1NC(=S)/C(=C(\[O-])c1ccc(Cl)s1)[n+]1ccccc1
→ -4	0	101	0.9	-1	-0.65	-16	5	-2	7	1670
- CC1CCCCN1C(=O)Cn1cnc2cc([N+](=O)[O-])ccc2c1=O (configuration not stated)
→ -1	-2	98	0.1	-2	-0.85	-17	6	6	2	1624
- c1ccc(-c2noc(CN3CCCC(OCc4ccccn4)C3)n2)cc1 (configuration not stated)
→ 1	3	104	1.1	-11	-0.64	-5	-2	-3	-3	1439
- CCOc1ccc(OCC)c(NC(=O)CCS(=O)(=O)c2ccc(Br)s2)c1
→ 7	-5	102	4.8	-3	-0.78	·	4	-2	2	1648
- COc1ccc(-n2nccc2-c2nn(-c3cccc(OC)c3)c(=O)n(C)c2=O)cc1
→ 0	9	109	2.1	4	-1.2	·	-3	1	6	1461
- Cc1ccc(S(=O)(=O)N(C)C)cc1NC(=S)NC(C)CCC(C)C (configuration not stated)
→ -10	0	98	0.0	0	-0.82	-7	3	4	-6	1521
- CCN1C(=O)/C(=C2\Sc3ccccc3N2CC)OC1=S
→ 5	-9	94	1.5	-2	0.34	2	5	2	0	1692
- O=C(CCCSc1nc(-c2ccco2)cc(C(F)(F)F)n1)NCC1CCCO1 (configuration not stated)
→ 4	-15	94	0.6	9	·	·	9	0	8	1736
- CCOC(=O)c1ccc(-n2c(C)ccc2C)cc1
→ -3	-17	100	1.0	-7	-0.96	8	2	-2	-3	1613
- CC(C)=CCN1CCN(Cc2nc(C(C)C)cs2)CC1CCO (configuration not stated)
→ 1	0	104	1.8	-8	0.35	6	0	-2	0	1340

# Look-ups from above.
# In STAT1 inh, `COc1ccc(-n2nccc2-c2nn(-c3cccc(OC)c3)c(=O)n(C)c2=O)cc1` reads 4
# In STAT3 blocker, `Cc1ccc(S(=O)(=O)N(C)C)cc1NC(=S)NC(C)CCC(C)C` (configuration not stated) reads 3
# In STAT3 activator, `O=C(CCCSc1nc(-c2ccco2)cc(C(F)(F)F)n1)NCC1CCCO1` (configuration not stated) reads 94
# In ROMK mod, `CCN1C(=O)/C(=C2\Sc3ccccc3N2CC)OC1=S` reads 0.34

# The listing continues.
# Value order – PPARg SRC-1 ag	TLR4 MyD88 comp	STAT3 activator	RAM inhibit	STAT1 inh	ROMK mod	S1P3 antag	STAT3 blocker	PPARg SRC3 recr	PPARg SRC-2 ag	TR-FRET SRC-2 ct
- CCN1C(=O)/C(=C2\C=Cc3ccccc3N2CC)OC1=S
→ 3	-5	75	·	-6	·	9	34	-2	3	1641
- CCOc1cc(/C=C2\N=C(C)OC2=O)cc(Br)c1OCC(=O)OC
→ -6	3	114	-0.4	2	0.43	·	-12	6	1	1585
- Cc1cc(C)nc(-n2nc(C)c(Oc3ccccc3O)c2C)n1
→ 0	-3	103	1.5	-7	·	-1	-3	14	0	1585
- O=S(=O)(Nn1cnnc1)c1ccccc1Cl
→ -2	3	102	1.5	-7	0.54	-43	1	-5	2	1525
- COc1ccc(S(=O)(=O)N2CCC(C(=O)NCc3ccccn3)CC2)cc1C
→ 1	-2	102	-0.1	0	0.56	3	-1	-12	5	1605
- COc1ccc(C(=O)NC(=S)NNC(=O)c2c(-c3ccccc3)noc2C)cc1
→ 0	8	93	3.2	23	·	1	10	8	-2	1627
- CCc1ccc(Nc2ccc(S(=O)(=O)N3CCOCC3)cc2[N+](=O)[O-])cc1
→ -2	4	86	3.0	12	·	5	13	5	10	1716
- Cc1cccc(NC(=O)C2CCCN2S(=O)(=O)c2ccc(F)cc2)c1C (configuration not stated)
→ -6	10	102	0.8	-1	-0.078	-37	0	-8	1	1649
- O=C(Nc1ccc(N2CCN(C(=O)c3ccco3)CC2)cc1)c1ccc2c(c1)OCO2
→ 8	-1	87	2.4	11	-0.026	30	17	-1	5	1718
- CCN(CCCNC(=O)c1cn(CC)c2ccc(S(=O)(=O)N(C)C)cc2c1=O)c1cccc(C)c1
→ -7	-9	115	-0.6	6	·	-8	-13	-3	5	1431

# Records listed above shown as hits in STAT3 activator:
Structure	TLR4 MyD88 comp	STAT3 activator	RAM inhibit	STAT1 inh	ROMK mod	S1P3 antag	PPARg SRC3 recr	PPARg SRC-2 ag
CCn1c(CSc2ncccn2)nnc1SCC(=O)N1CCc2ccccc21	-3	148*	0.6	11	-1.3	0	11	4
Clc1nnc(N/N=C/c2ccccc2)c2ccccc12	-10	159*	0.7	-24	-1	·	-15	-4

# (more compounds)
# Value order – PPARg SRC-1 ag	TLR4 MyD88 comp	STAT3 activator	RAM inhibit	STAT1 inh	ROMK mod	S1P3 antag	STAT3 blocker	PPARg SRC3 recr	PPARg SRC-2 ag	TR-FRET SRC-2 ct
- CC(Sc1nnc(Nc2ccccc2)s1)C(=O)Nc1nc(-c2ccccc2)cs1 (configuration not stated)
→ 5	-12	110	6.0	-12	0.12	-1	-6	5	8	1601
- CC1(C)CC(NC(=O)C23CCC(C)(C(=O)C2)C3(C)C)CC(C)(C)N1 (configuration not stated)
→ 2	-7	102	4.5	6	·	-14	1	2	2	1401
- COc1ccc(Cl)cc1NC(=S)NCCN1CCOCC1
→ -3	-17	106	2.4	-5	0.044	-9	-1	0	1	1499
- O=C(O/N=C1\CCCc2ccccc21)c1cccc(Cl)c1
→ 6	1	90	0.6	-5	·	·	16	-5	6	1683
- CC1Cc2ccccc2N1C(=O)CO/N=C/c1ccc(OC(F)F)cc1 (configuration not stated)
→ 8	3	106	5.0	6	-0.7	-2	-11	1	9	1584
- O=C(NCCCN1CCN(c2cccc(Cl)c2)CC1)C1(S(=O)(=O)c2ccc(Cl)cc2)CC1
→ 2	-4	87	0.7	13	·	·	18	16	6	1740
- Cc1oc2ccc(O)cc2c1C(=O)c1ccc(Cl)cc1
→ -6	-13	111	2.2	-4	-0.16	·	-5	-13	4	1511
- Cc1cc(C)cc(N(C(=O)Cn2nnc3ccccc32)C(C(=O)NCc2ccco2)c2ccncc2)c1 (configuration not stated)
→ 10	15	112	0.5	11	-0.39	·	-9	3	4	1536
- OC(COc1cc(Cl)c(Cl)cc1Cl)CN1CCN(c2ncccn2)CC1 (configuration not stated)
→ 1	-12	104	0.0	-7	·	1	-5	2	-10	1481
- CCOC(=O)CC1C(=O)NCCN1S(=O)(=O)c1ccccc1 (configuration not stated)
→ -7	5	104	2.3	0	1	0	3	6	10	1594

# Value order – PPARg SRC-1 ag	TLR4 MyD88 comp	STAT3 activator	RAM inhibit	STAT1 inh	ROMK mod	S1P3 antag	STAT3 blocker	PPARg SRC3 recr	PPARg SRC-2 ag	TR-FRET SRC-2 ct
- Cc1ccc(N2C(=O)c3ccccc3C2C(=O)c2ccc(O)cc2O)cc1 (configuration not stated)
→ 7	-2	96	5.6	0	0.16	-13	12	3	13	1474
- Cc1ccc(C)c(S(=O)(=O)N2CCCOC2CNC(=O)C(=O)NCc2ccncc2)c1 (configuration not stated)
→ 11	-6	96	3.0	-1	-0.018	-8	6	2	15	1640
- NS(=O)(=O)c1ccc(CCNC(=O)C2CCCCC2)cc1
→ 4	7	96	1.1	0	·	·	5	-2	4	1429
- O=C(N/N=C\c1ccc(F)cc1)c1ccc(F)cc1
→ -7	8	116	2.1	-51	-0.48	2	-5	2	-6	1367
- N/C(COc1ccccc1)=N\NC(=O)c1cccnc1Oc1ccccc1
→ -5	-1	95	0.2	4	0.11	·	13	-13	2	1378
- Cc1cc(C(F)(F)F)nn1Cc1n[nH]c(=S)n1Cc1ccccc1
→ 3	5	91	-0.9	0	0.36	·	14	17	4	1555
- CCOC(=O)c1cnc2cc(-c3ccc(C)cc3)nn2c1-c1ccccc1
→ -2	-9	106	5.8	2	·	·	-2	-6	4	1592
- Cc1ccc(S(=O)(=O)c2nc(-c3ccco3)oc2SCC(=O)NCC2CCCO2)cc1 (configuration not stated)
→ 3	4	104	-0.2	2	·	·	0	5	10	1573
- CCOc1cc(C(=O)Nc2ccc([N+](=O)[O-])cn2)cc(OCC)c1OCC
→ 0	8	97	0.9	2	-0.13	-5	4	1	-1	1558
- Cc1c(Cl)cnc(NC(=O)COC(=O)CCc2nc3ccccc3s2)c1Cl
→ 4	9	105	5.7	-1	·	-4	-12	-6	-5	1627
